# Screening data from PubChem.
# Dynein transport: inhibitors of GR-EGFP nuclear translocation, primary screen, dynein cargo transport inhibitor project, imaging, high-content, 3617.4 mouse cells | test concentration mostly 20 µM; stimulated with dexamethasone, 1 µM; active compounds read low | 220,000 compounds, 0.47% hits | AID 1381, 2008 | z-score, hits read low;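 active = plate z-score of nuclear minus cytoplasmic receptor signal below a set negative limit, without overly bright fluorescence or cell loss, cut at about -3.5 in these data, passing the limit was not always enough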;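 note: z-score of nuclear minus cytoplasmic ring GR-EGFP intensity difference per well; some compounds called inactive have numbers as strong as hits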
#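 Also added: dexamethasone, 1.0 µM final. Medium: tet-free, stripped-serum medium. Detection: fixed, Hoechst-stained cells imaged at 10x for EGFP. Read-out: nuclear-to-cytoplasmic GR-EGFP distribution per well. Times: induction 48 h, compound 1 h, agonist 30 min.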
# Lipid droplet: inhibitors of hepatocyte lipid droplet formation, primary screen, imaging, high-throughput imaging, BODIPY stain; AML12 mouse hepatocytes, oleate lipid droplets; inhibition, % at 6.5 µM; 240,000 compounds, 0.4% hits; AID 1656, 2009;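 active = lipid droplet intensity inhibited by at least 50%, with more than 500 cells counted; inconclusive = wells with under 300 cells, treated as cytotoxic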
#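 Test system: AML12 hepatocytes (mouse); reagent: oleate loading, 100 µM; dosing: one dose, 6.5 µM compound; incubation: overnight exposure; signal: fluorescence imaging, 20x objective, two fields per well; read-out basis: % inhibition of corrected integrated BODIPY droplet signal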
# NOD2 inhibition: NOD2 signaling inhibitors, cell-based, luminescence, uHTS, HEK293 (AID 1566); HEK293 NOD2/NF-kB luciferase reporter, luminescence; higher % means a stronger effect; inhibition, % at 4 µM; hits with a dose series show EC50 in µM; 290,000 compounds, 0.63% hits; in the data active = inhibition above about 50%; note: many of its hits are not listed in these tables
# b-catenin transl: modulators of beta-catenin nuclear translocation, primary screen, imaging, HeLa cells, immunofluorescence, high-content; nuclear translocation activity, % at 5 µM; 190,000 compounds, 0.3% hits;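 active = nuclear translocation activity above 50% at 5 µM, with a well cell count of 50 or more; inconclusive = wells under 50 cells across six images, flagged as toxic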;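 note: per-cell ratio of nuclear to cytoplasmic median beta-catenin stain intensity; plate controls were DMSO negative control for no effect and GSK-3 inhibitor IX positive control for full effect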
#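 System: HeLa cells, endogenous beta-catenin; compound dosing: 5 µM primary single dose, 0.1% DMSO, 0.02–20 µM confirmation series; incubation: 24 h compound exposure at 37°C, 5% CO2; signal: beta-catenin immunofluorescence imaging with DAPI; evaluation: % activation, nuclear-to-cytoplasmic median beta-catenin signal ratio per cell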
# Autophagy HCS: autophagy modulators in MEF cells, primary screen, imaging, high-content, MEF GFP-LC3; MEF GFP-LC3 puncta imaging; test concentration mostly 10 µM; calls only at 10 µM (by protocol); 190,000 compounds, 0.98% hits;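 active = percentage of spot-positive cells more than 3 SD above its plate mean, without a fluorescence outlier flag or 80% toxicity; inconclusive = no clear call, values can overlap the other calls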;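 note: spot-positive cell cutoff set from DMSO-treated cells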
# Insulin prom up: insulin promoter activators in MIN6 cells, imaging, high-content screening, mouse beta cells. MIN6 insulin promoter-GFP reporter; active compounds read high. z-score at 5 µM. 190,000 compounds, 0.3% hits;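 active = z-score above 3 at 5 µM with at least 500 cells counted in the well; inconclusive = wells under 500 cells, flagged as cytotoxic or low count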
# Yfh1-depleted yeast: enhancers of respiration in Yfh1-depleted yeast, dose response, Friedreich's ataxia, plus single-dose screen (AID 1465). S. cerevisiae Yfh1-off respiration, WST-1 reduction, 72 h; higher fold induction means a stronger effect. one-dose fold induction at 50 µM; EC50 in µM for titrated hits. 220,000 compounds, 0.074% hits;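 active = fold induction of absorbance versus untreated yeast above a set limit, then at least 30% activation at any dose in follow-up; inconclusive = repeats straddling the limit, or above it without dose testing; inactive = fold induction below the set limit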;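 note: activators that raise dye reduction in frataxin-depleted yeast; strong numbers were not always called active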
# WT yeast gro inh: growth inhibition of WT strain, primary screen, mitochondrial fusion inhibitor project, WT and mutant strains, chemical genetic; mitochondrial fusion phenotypic screen; AID 1362, 2008; 190,000 compounds, 2.1% hits; inhibition, % at 10 µM; in the data active = inhibition above about 58%; tested in S. cerevisiae
# MT stabilize HCS: microtubule stabilizers in HeLa cells, primary screen, imaging, high-content imaging. % tubulin-high responders, % at 10 µM. AID 2205, 2009. 200,000 compounds, 0.83% hits. HeLa tubulin immunostaining HCS, 24 h; share of cells brighter than vehicle mean+2SD;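 active = plate Z-score above 3 for both tubulin-high and condensed-nucleus cell shares, with cell loss under 80%, at 10 µM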;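 note: anti alpha tubulin signal scored within the nucleus-defined area of each cell; some results filed as inactive read as strong as hits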
# WT yeast gro inh mutant strain: recorded beside WT yeast gro inh, whose call it bears; inhibition, %; mitochondrial fusion phenotypic screen, mutant strain inhibition
# Dynein transport cytoplasmic EGFP: also measured in Dynein transport; calls as there; z-score; measured here: cytoplasmic GR-EGFP intensity; active compounds read high
# Dynein transport nuclear GR-EGFP: recorded beside Dynein transport, whose call it bears; z-score; measured here: nuclear GR-EGFP intensity;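 lower value marks the stronger effect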
# Dynein transport cell count: also measured in Dynein transport; calls as there; z-score; measured here: cell count per field
# Insulin prom up cell count: further read-out of Insulin prom up, marked with its call; cell count; measured here: cytotoxicity, nuclei count;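 total cells summed across four imaged fields per well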
# Lipid droplet cells 6.5 µM: second read-out of Lipid droplet, no call of its own (marks repeat the call); cell count; measured here: cell count, cytotoxicity flag;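 cells counted across two imaged fields per well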
# b-catenin transl cell count 5 µM: also measured in b-catenin transl; calls as there; cell count; measured here: cell count, cytotoxicity flag
# MT stabilize HCS Hoechst-high %: also measured in MT stabilize HCS; calls as there; % Hoechst-high responders; measured here: nuclear condensation Hoechst responders;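 share of cells brighter than vehicle mean plus two SD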
# MT stabilize HCS cytotoxicity %: also measured in MT stabilize HCS; calls as there; toxicity, %; measured here: cytotoxicity by cell density;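 0% = mean cell density of plate MIN control wells and 100% = no cells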
# Autophagy HCS cell loss 18 h: also measured in Autophagy HCS; calls as there; toxicity, %; measured here: cell loss, nuclei count;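 cell loss after 18 h compound exposure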
# An asterisk follows results filed as active; i = inactive; ? = inconclusive; . = no result given.
# Sequence of screens – Dynein transport	Dynein transport cytoplasmic EGFP	Dynein transport nuclear GR-EGFP	Dynein transport cell count	Lipid droplet	Lipid droplet cells 6.5 µM	NOD2 inhibition	b-catenin transl	b-catenin transl cell count 5 µM	Autophagy HCS	Autophagy HCS cell loss 18 h	Insulin prom up	Insulin prom up cell count	Yfh1-depleted yeast	WT yeast gro inh	WT yeast gro inh mutant strain	MT stabilize HCS	MT stabilize HCS Hoechst-high %	MT stabilize HCS cytotoxicity %
Cc1ccc(-n2nc3c(c2NC(=O)c2c(-c4ccccc4Cl)noc2C)CSC3)cc1
  -0.47	-0.24	-0.038	-0.16	.	.	-4%	-0.1	1436	i	-9	-0.45	1016	i	32	29	4.7	2.3	11
CCOc1ccc(OCc2ccc(C(=O)Nc3cccc(C)n3)o2)cc1
  -0.87	-0.16	-0.24	-0.87	-14	562	21%	-1.4	1092	i	-17	0.23	1908	i	34	14	3.2	1.4	4.5
O=c1oc(Nc2ccccc2F)nc2ccccc12
  0.28	-0.13	-0.032	-0.017	.	.	-56%	0.2	1453	i	4	0.77	1570	i	-19	-4	1.8	0.9	3.0
C/C(N)=C(/C#N)C(=O)CSc1nnnn1-c1ccc(C)cc1C
  -0.82	-0.22	-0.44	1.5	.	.	15%	-2.5	1140	i	11	-3.4	1022	i	2	0	5.5	3.9	8.9
Cc1cc(C(=O)N/N=C/c2ccc3c(c2)OCO3)c2ccccc2n1
  .	.	.	.	7	733	-44%	1.5	1235	.	.	0.48	995	.	.	.	.	.	.
CCc1c(C)nc2cc(C)[nH]n2c1=O
  -0.85	-0.072	0.42	1.5	.	.	-3%	-1.5	936	i	-31	-0.86	1359	i	1	8	2.7	1.7	6.9
CC1CCC2C(=O)N(c3ccc(Cc4ccncc4)cc3)C(=O)C2C1 (stereo not drawn)
  -0.082	-0.18	0.13	-0.66	-13	708	22%	-0.7	958	i	14	-1.7	1010	i	1	-1	1.6	1.3	9.3
COC(=O)c1c(NC(=O)C2COc3ccccc3O2)sc2c1CCN(Cc1ccccc1)C2 (stereo not drawn)
  0.3	-0.2	-0.053	0.037	-15	556	10%	1.1	1176	i	11	-0.12	1432	.	12	3	3.7	1.9	5.7
COc1ccc(C2CCCN2C(=S)Nc2ccc(C)cc2Cl)cc1OC (stereo not drawn)
  -0.097	-0.28	0.22	0.2	4	672	1%	-0.1	1156	i	-15	-0.83	1168	i	22	18	1.7	2.4	7.4
COc1cc(/C=N/NS(=O)(=O)c2ccccc2)ccc1OS(=O)(=O)c1ccc(C)cc1
  -0.025	-0.14	0.17	0.23	-6	585	18%	5.5	1130	i	5	0.12	1357	i	-15	8	3.3	1.9	1.1
COc1cccc(-n2c(Cc3cc(=O)[nH]c(=O)[nH]3)nnc2SCC(=O)NC2CCCC2)c1
  -0.89	-0.27	-0.5	1.1	.	.	0%	.	.	i	6	-0.9	888	i	17	10	5.4	2.7	5.2
O=C(C1=NN[C@@H]2C(=O)N(c3cccc(F)c3)C(=O)[C@H]12)c1ccc2ccccc2n1
  2.2	-0.34	1.3	0.33	-4	488	13%	-3.2	1121	i	6	0.2	1481	i	12	1	4.6	1.1	2.1
CCCCNC(=O)C1CC(=O)N(C2CCCCC2)C1 (stereo not drawn)
  2.2	-0.18	1	-0.95	.	.	-12%	-1.1	1341	i	16	3*	1515*	i	-6	-5	1.6	3.7	12
COc1cc(OC)cc(C(=O)NC2=NCCS2)c1
  -0.51	-0.046	0.071	-0.44	-6	685	-8%	.	.	i	1	1.1	887	i	-5	10	2.0	1.6	9.0
COC(=O)c1cc(C(=O)N2CCN(c3cccc(Cl)c3)CC2)cc([N+](=O)[O-])c1
  0.096	-0.24	0.11	-0.56	?	.	-2%	100*	135*	i	45	0.74	896	i	14	18	13	63	57
O=c1c2ccsc2ncn1Cc1ccc(Cl)cc1
  -0.097	-0.21	-0.072	0.61	.	.	10%	-0.6	1322	i	-7	0.04	1676	i	5	5	1.5	2.1	7.1
O=C(c1ccc(-c2ccccc2)cc1)N1CCN(c2nc3ccccc3o2)CC1
  2.6	-0.11	2	-1.6	-1	731	29%	-1.5	1117	i	0	-0.02	1244	i	3	-5	3.4	1.6	11
COCCNC(=O)C(c1ccc(O)cc1)N(Cc1ccco1)C(=O)CCC(=O)Nc1nccs1 (stereo not drawn)
  -0.74	0.52	0.044	-0.28	-1	722	1%	-0.8	959	i	-4	-0.18	1753	i	5	14	2.2	2.2	8.7
Cc1cc(C)c(NC(=O)c2oc3ccccc3c2COc2ccccc2)c(C)c1
  0.47	-0.17	0.56	-0.93	0	658	7%	-1.0	1154	i	8	0.11	1443	i	5	8	4.9	3.9	7.1
Cn1nnnc1SCCNCc1ccncc1
  -0.35	-0.23	-0.11	0.62	8	754	13%	-4.3	1177	i	-14	0.16	1252	i	-10	-2	1.8	2.0	7.1
COc1cc(NC(=O)c2cccnc2Sc2ccc(Cl)cc2)cc(OC)c1OC
  -0.47	-0.33	-0.37	1	-2	635	1%	0.5	605	i	-9	0.09	1329	i	-6	-11	2.2	3.9	5.2
CC1Cc2ccccc2N1S(=O)(=O)c1ccc(Cl)nc1 (stereo not drawn)
  -0.41	-0.24	-0.26	0.65	-14	639	16%	-0.3	1364	.	.	0.1	1130	i	.	.	.	.	.
O=C1CCCC(=O)N1c1ccc(O)cc1
  -0.75	-0.083	-0.53	-0.26	3	709	30%	0.9	1515	i	-17	-0.8	1036	i	-13	-18	1.9	2.0	4.4
CCOC(=O)/C=c1\s/c(=C(\C#N)C(=O)NC)n(-c2ccccc2)c1=O
  0.38	0.31	1.2	0.63	.	.	-11%	-2.9	837	i	-35	-0.15	1299	i	-7	4	1.9	1.7	4.9
COCCn1c(SCC(=O)Nc2ccc(F)cc2)nc2c(oc3ccccc32)c1=O
  0.62	-0.24	-0.071	0.62	-12	648	27%	-0.6	963	i	-11	0.68	1718	i	-1	-6	4.4	2.3	5.4
O=C(Nc1ccccc1)C1Cc2ccccc2CN1C(=O)c1ccco1 (stereo not drawn)
  -0.61	0.56	0.056	0.27	-7	728	-66%	-3.1	1294	i	-9	-0.21	915	i	-13	-7	1.3	1.0	4.0
COCCCn1c(SCC(=O)Nc2ccc3c(c2)OCCO3)nnc1-c1ccoc1C
  0.42	-0.38	-0.15	0.36	.	.	4%	-3.9	908	i	15	0.18	1229	i	10	-1	3.1	2.6	1.7
O=C(Nc1cccnc1)Nc1ccc(F)c(Cl)c1
  -0.51	-0.012	-0.16	-0.099	-16	765	0%	1.9	938	i	4	0.67	1112	i	-2	3	1.8	1.2	6.9
N#CCc1ccc(NS(=O)(=O)c2ccc(C3CCCCC3)cc2)cc1
  0.9	-0.17	0.57	-1.6	-24	610	24%	-0.4	1093	i	-2	0.07	1243	i	62*	2.1*	3.8	2.7	9.6
N#CC1(Nc2ccccc2)C(=O)Nc2ccccc21 (stereo not drawn)
  -0.43	-0.46	-0.46	0.59	15	762	16%	.	.	i	5	.	.	i	-11	-1	0.9	1.5	20
COc1ccc(/C=C2\Sc3ccc(C(=O)NCc4cccnc4)cc3N(C)C2=O)cc1OC
  1.3	-0.27	0.49	0.23	2	736	16%	0.1	1073	i	13	.	.	i	18	8	2.2	1.4	1.1
CCS(=O)(=O)c1nc(NC(C)=O)n[nH]1
  -0.042	-0.22	0.35	-0.15	.	.	7%	-1.4	1131	i	-19	-0.05	1020	i	7	2	4.0	3.3	8.6
CC(C)(C)c1cc(C(=O)NC2CC2)n(Cc2ccc(F)cc2)n1
  0.64	-0.19	0.75	0.048	-4	721	15%	-1.3	1328	.	.	-0.12	1183	i	.	.	.	.	.
CCCCSc1nc2ccccc2[nH]1
  -0.86	0.55	-0.11	1	-1	747	-65%	0.3	948	i	12	-0.03	1628	i	5	1	0.9	1.0	2.6
COc1ccc(C2CC(O)(c3ccccc3)Oc3cc(OC)ccc32)cc1 (stereo not drawn)
  0.022	-0.81	0.044	-0.033	10	747	-1%	4.0	1303	.	.	-0.02	989	i	.	.	.	.	.
S=c1nc(-c2ccccc2)n(CCCN2CCOCC2)c2c1CCCC2
  -0.76	-0.054	-0.0063	0.046	.	.	10%	-1.0	1018	i	-58	0.3	1220	i	4	12	3.1	3.9	11
COc1ccc(N2CCCn3c2nc2c3c(=O)n(CCCc3ccccc3)c(=O)n2C)cc1
  0.061	-0.29	-0.0055	-1.1	.	.	.	.	.	i	-1	.	.	.	23	29	3.7	3.1	2.7

# Not all compounds are listed (hit frequency here may not be typical).
